# Assay outcomes (PubChem BioAssay)
# PI4K2A block: inhibitors of human PI4K2A; purified PI4K2A, ADP-Glo luminescence, 1 h; stronger effect = lower value; activity change, negative = inhibition, % at 76.9 µM; AID 1346378; Q9BTU6; 420,000 compounds, 0.13% hits; in the data active = activity change below about -50%; inconclusive = mostly about -30% to -49%;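 note: -100% = wells without enzyme as full effect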
# Target sequence (Q9BTU6 whole entry, looked up): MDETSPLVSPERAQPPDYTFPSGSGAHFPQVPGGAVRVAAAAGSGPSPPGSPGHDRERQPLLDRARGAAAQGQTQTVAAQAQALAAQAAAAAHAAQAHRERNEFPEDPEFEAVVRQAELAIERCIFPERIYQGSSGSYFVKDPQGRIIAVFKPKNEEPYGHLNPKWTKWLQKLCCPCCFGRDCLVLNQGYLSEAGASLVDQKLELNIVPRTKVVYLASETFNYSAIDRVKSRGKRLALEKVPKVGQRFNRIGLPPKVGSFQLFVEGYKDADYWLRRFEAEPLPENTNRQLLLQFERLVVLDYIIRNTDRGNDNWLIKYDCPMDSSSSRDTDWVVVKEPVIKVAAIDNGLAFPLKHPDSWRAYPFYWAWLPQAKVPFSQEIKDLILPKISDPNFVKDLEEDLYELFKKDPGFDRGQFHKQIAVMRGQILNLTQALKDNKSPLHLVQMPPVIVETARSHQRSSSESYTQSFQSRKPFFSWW
#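 ADP-Glo luminescence measured ADP generated by PI4K2A enzyme (4 ug/mL before mixing) with 1.2 mM PI substrate (pre-mix) and 300 microM ATP (pre-mix). Tris pH7.5 buffer with MgCl2, Triton X-100; 1 h reaction at ambient temperature.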
# 12-LOX inh: blocks human arachidonate 12S-lipoxygenase; 580,000 compounds, 1.1% hits; purified 12hLO, xylenol orange hydroperoxide absorbance; P18054; Potency, µM (highest dose often 108 µM), for inactives: at the top dose activity change, negative = inhibition, hits mostly inhibitors; note: potency is the fitted concentration of half-maximal effect
# Target sequence (P18054 whole entry, looked up): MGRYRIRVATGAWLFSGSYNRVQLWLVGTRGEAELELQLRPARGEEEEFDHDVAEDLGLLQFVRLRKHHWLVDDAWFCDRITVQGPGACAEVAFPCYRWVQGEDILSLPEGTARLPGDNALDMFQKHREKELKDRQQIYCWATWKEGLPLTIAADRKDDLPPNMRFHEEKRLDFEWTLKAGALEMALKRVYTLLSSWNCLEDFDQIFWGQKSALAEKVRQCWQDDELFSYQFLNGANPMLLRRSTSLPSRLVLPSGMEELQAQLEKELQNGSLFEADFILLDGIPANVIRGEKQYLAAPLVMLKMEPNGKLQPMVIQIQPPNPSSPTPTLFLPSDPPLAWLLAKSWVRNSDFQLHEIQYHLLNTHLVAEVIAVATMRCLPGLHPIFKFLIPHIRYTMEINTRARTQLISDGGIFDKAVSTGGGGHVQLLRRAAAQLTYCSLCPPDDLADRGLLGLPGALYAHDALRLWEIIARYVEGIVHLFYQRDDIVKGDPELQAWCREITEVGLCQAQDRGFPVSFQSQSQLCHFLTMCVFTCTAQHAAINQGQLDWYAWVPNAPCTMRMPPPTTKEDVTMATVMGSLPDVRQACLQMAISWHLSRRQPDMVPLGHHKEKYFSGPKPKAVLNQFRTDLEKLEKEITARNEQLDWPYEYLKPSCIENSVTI
#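 Hydroperoxide product was detected by ferrous iron/xylenol orange as the 573 to 405 nm absorbance ratio. Arachidonic acid at 40 uM (final) was turned over for 30 min at room temperature by 150 nM human 12hLO, pH 7.0 Hepes buffer, after 15 min compound preincubation.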
# GLS inh: glutaminase GLS (human) inhibition; O94925; GLS enzymatic activity, qHTS titration; Potency, µM (highest dose often 45.5 µM), without a hit: top-dose activity change, negative = inhibition, most hits filed as inhibitors; 410,000 compounds, 0.21% hits; AID 624170; note: potency is the fitted concentration of half-maximal effect
#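 hKGA in 45 mM KH2PO4 pH 8.2, 0.02% Tween-20 with pin-transferred compounds; 1 mM L-glutamine (stock) plus glutamate oxidase/HRP/Amplex Red coupling added. Fluorescence read initially and after 30 min at RT.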
# Active calls of the source: *; i = inactive; u = inconclusive; [ ] = remark or other dose. Unless noted, calls come from the whole dose curve; as a rule, active = well fitted inhibition curve with a large enough effect; inconclusive = small, poorly fitted or top-dose-only effect, or another doubt; inactive = no such curve, though single readings can be large or run the other way. Unless noted, % is set by controls: 0 for no effect and ±100 for the full control effect. These rows are one share of the data, so the mix of outcomes need not match the whole.
# Sample of the layout (2 entries):
SMILES,PI4K2A block,12-LOX inh,GLS inh
CCc1nc2ccc(C(=O)N(C)CCN(C)C)cn2c1N(CC)C(=O)NCCc1ccccc1,-4,25%,-2%
COc1ccccc1CNC(=O)C(=O)c1cn(CC(=O)N2CCCCC2)c2ccccc12,-3,-3%,-1%

# The listing, from the first entry:
SMILES,PI4K2A block,12-LOX inh,GLS inh
CCc1nc2ccc(C(=O)N(C)CCN(C)C)cn2c1N(CC)C(=O)NCCc1ccccc1,-4,25%,-2%
COc1ccccc1CNC(=O)C(=O)c1cn(CC(=O)N2CCCCC2)c2ccccc12,-3,-3%,-1%
O=C(C[C@H]1C(=O)N(CCc2ccccc2)C[C@@H]1c1ccccc1)Nc1ccccc1,-5,u,-5%
CC1NC(=O)c2cc3ccccc3cc2-n2c1nc1ccccc1c2=O (centres undefined),-6,1%,-2%
CC1(Oc2ccccc2-c2ccno2)CCN(Cc2ccc(-c3ccccc3)o2)C1 (centres undefined),-3,u,9%
COc1cccc(-c2cnc(C(O)c3ccc(SC)cc3)[nH]2)c1 (centres undefined),-2,-12%,4%
O=C(O)c1ccccc1Nc1cc(Cl)ccc1C(=O)O,i,-22%[12.5 µM],20%
CCCC[C@@H]1CNC(=O)C(=O)N1CC1CCCCC1,-17,0%,-22%
CCc1nc2ccc(C(=O)NCC3CCCCC3)cn2c1N(C)Cc1ccc(OC)cc1,5,18%,46%[activator]
Cc1ccc(S(=O)(=O)N2C[C@H]3[C@H]4C(=O)N(C5CCCCC5)C(=O)[C@H]4CC(=O)[C@H]3[C@@H]2c2ccccc2Cl)cc1,-3,-4%,0%
CC1=C(C(=O)Nc2cccc(C(=O)NCC(C)c3ccccc3)c2)SCCO1 (centres undefined),1,16%,1%
COc1cccc(S(=O)(=O)N(C)C[C@H]2OCc3cn(nn3)CCCC(=O)N([C@@H](C)CO)C[C@@H]2C)c1,0,32%[activator],4%
CC1(C(=O)Nc2ccc3ccccc3c2)CCC(=O)N1C1CCN(Cc2ccccc2)CC1 (centres undefined),-1,-24%,2%
O=c1[nH]c2ccccc2c(=O)c2ccccc12,1,-16%,-6%
CCCNC(=O)CSc1nnc(NC(=O)C2CC(=O)N(c3ccccc3OC)C2)s1 (centres undefined),5,u,-10%
COc1ccccc1-c1cnc(C(O)c2ccc(F)c(C)c2)[nH]1 (centres undefined),0,12%,1%
CNc1cncc(-c2cccc(C(=O)NCCN(C)C)c2)n1,3,-9%,7%
CCN(CC)Cc1c(C)[nH]c2ccc(NC(C)=O)cc2c1=O,-1,-10%,-3%
CCc1nc2ccc(C(=O)NCCCn3ccnc3)cn2c1N(C)C(=O)c1cccc(OC)c1,-3,23%,4%
CCCCC(=O)N(C)c1c(C)nc2ccc(C(=O)N3CCN(C(=O)c4ccco4)CC3)cn12,-5,2%,4%
CCCS(=O)(=O)NC(=O)C1(C)CCN(C(=O)Cc2cccc(OC)c2)C1 (centres undefined),0,-17%,5%
COC(=O)c1cn(C)c2ccc(S(=O)(=O)N(C)C3CCCCC3)cc2c1=O,1,-15%,-5%
C=CCCC(=O)N1C[C@H]2CON(C)[C@H]2C[C@H]1c1cccc(N2CCOCC2)c1,-2,-2%,3%
CCCCN(C=O)c1c(CC)nc2c(OCc3ccc(Cl)cc3)cccn12,-10,u,-2%
CCOC(=O)C1=C[C@@H](c2ccccc2)N(S(=O)(=O)c2ccc(C)cc2)[C@H]1c1ccc(OC)cc1,-2,28%,19%
c1ccc(COc2cccc(-c3cc4nc(NCCCn5ccnc5)ccn4n3)c2)cc1,4,4%,3%
Cc1ccc(NC(=O)CNC(=O)C23CC4CC(CC(C4)C2)C3)nc1,4,-3%,0%
CC1(Cc2ccc(Cl)c(Cl)c2)C(=O)Nc2c(Cl)ccc(Cl)c21 (centres undefined),-4,-15%,-2%
COc1cccc(OC)c1C(=O)OCC(=O)NCCNC(=O)COC(=O)c1c(OC)cccc1OC,-2,u,0%
CCCC(=O)N1CCC1(C)C(=O)Nc1ccccc1-c1ccccc1 (centres undefined),-9,-7%,1%

# An excerpt from above in order of the 12-LOX inh value, highest first.
SMILES,PI4K2A block,12-LOX inh,GLS inh
CCOC(=O)C1=C[C@@H](c2ccccc2)N(S(=O)(=O)c2ccc(C)cc2)[C@H]1c1ccc(OC)cc1,-2,28%,19%
CCc1nc2ccc(C(=O)NCCCn3ccnc3)cn2c1N(C)C(=O)c1cccc(OC)c1,-3,23%,4%
COc1ccccc1-c1cnc(C(O)c2ccc(F)c(C)c2)[nH]1 (centres undefined),0,12%,1%
c1ccc(COc2cccc(-c3cc4nc(NCCCn5ccnc5)ccn4n3)c2)cc1,4,4%,3%

# Next part.
SMILES,PI4K2A block,12-LOX inh,GLS inh
Cc1ccc(S(=O)(=O)N2C[C@H]3[C@H]4C(=O)N(c5ccccc5)C(=O)[C@H]4C[C@H](OC(=O)Nc4cccs4)[C@@]3(O)C2)cc1,-3,-34%,15%
Cn1c(NCCOc2ccccc2Cl)nc2cc(-c3ccc(F)cc3)sc2c1=O,0,1%,0%
Cc1cc2nc(-c3cccc(Br)c3)c(CC(C)(C)C)n2c(C)c1Br,-6,-39%,-16%
Cc1c(Br)cccc1NC(=O)C1(C)CCN1Cc1ccccc1OC(F)F (centres undefined),0,14%,0%
Cc1noc(C)c1NC(=O)N(C)C[C@H]1OCCCC[C@@H](C)Oc2ccc(NC(=O)c3ccccc3)cc2C(=O)N([C@H](C)CO)C[C@@H]1C,-3,-10%,16%
COCCNC(=O)C1(C)CCN(C(=O)c2sccc2C)C1 (centres undefined),-2,14%,-1%
O=C1NCCCN1C1OC(CO)C(O)C1O (centres undefined),8,-2%,-5%
COC(=O)c1ccc2nc(-c3ccc(OC)c(OC)c3)c(Cc3ccsc3)n2c1,-5,-22%,3%
COc1ccc(CN(C)C(=O)/C=C/[C@H]2O[C@@H](n3cnc4c(N)ncnc43)[C@H](O)[C@@H]2O)cc1OC,-8,-17%,-6%
OC[C@@H]1CN(Cc2ccc(F)cc2)C[C@H](n2cnc3c(Nc4ccccc4)ncnc32)O1,2,11%,4%
COc1cccc(CNC(=S)Nc2ccc3c(c2)c(=O)n(C)n3Cc2ccc(F)cc2)c1,2,u,19%
S=C(CSc1ccccc1)Nc1cccc2ccccc12,-11,u,18%
CCc1nc2ccc(C(=O)N3CCN(C(=O)c4ccco4)CC3)cn2c1N(C)C(=O)Nc1ccccc1OC,0,3%,-11%
CCOC(=O)C1=CC[C@@H](c2ccccc2)N(S(=O)(=O)c2ccc(C)cc2)[C@H]1C,-5,21%,12%
CCNC(=O)C1CCCN(C(=O)c2ccccc2)CC1 (centres undefined),5,u,-4%
COc1cccc(CNc2nc3cc(-c4cccc(Cl)c4)sc3c(=O)n2C)c1,3,-20%,3%
O=C(NCCc1cn[nH]c1)c1ccc2oc(CCc3ccccc3)nc2c1,-5,10%,8%
C#CCN(C[C@@H]1[C@@H](OC(=O)NCc2ccc(OC)c(OC)c2)[C@@H](OC(=O)NCc2ccc(OC)c(OC)c2)Cn2c(=O)n(CCCCCC)c(=O)n21)S(=O)(=O)c1ccc(C)cc1,1,-3%,-5%
CC(=O)Nc1ccc(NC(=O)C2(C)Cc3c(-c4cccc(C(F)(F)F)c4)ccnc3O2)cc1 (centres undefined),5,-7%,-6%
Cc1cccc(-n2ncc3c2CCCC3NC(=O)c2ccncc2)c1C (centres undefined),1,-7%,6%
Nc1[nH]c(C(=O)c2ccccc2)c(-c2ccncc2)c1C(=O)NCc1ccc(Cl)cc1,-1,11%,6%
Cc1ccccc1-c1cnc(C(O)c2cc(Cl)cc(Cl)c2)[nH]1 (centres undefined),-2,-3%,3%
Clc1ccc(CSc2nnc(-c3ccccn3)n2Cc2cccs2)cc1Cl,-4,9%,0%
CCCS(=O)(=O)NC(=O)C1(C)CCCN(C(=O)c2c(-c3ccccc3)noc2C)C1 (centres undefined),-6,-11%,-11%
Cc1ccc2cc(F)c(F)c(F)c2n1,-2,3%,0%
C[C@@H]1CCCCO[C@H](CN(C)C)[C@H](C)CN([C@@H](C)CO)C(=O)c2cc(NC(=O)Nc3ccc(C(F)(F)F)cc3)ccc2O1,-4,u,14%
CN(C)Cc1csc(NC(=O)Nc2cccc(Cl)c2)n1,-2,5%,-9%
CCCCc1c(-c2ccccc2OC)ncn1Cc1cccc(-c2ccccc2)c1,-9,-13%,u
CC(C)N(Cc1nccn1C)C(=O)C1CCC(=O)N(CCc2ccccc2)C1 (centres undefined),5,2%,-10%
COCC(=O)N1C[C@H]2CON(C)[C@H]2C[C@H]1c1cccc(-c2ccccc2OC)c1,-2,-4%,0%
Cc1ccc2nc(C3CCCCC3)c(Cc3ccccc3)n2c1,-1,u,2%
O=C(C[C@@H]1C[C@@H]2c3cc(NC(=O)C4CCC4)ccc3O[C@@H]2[C@@H](CO)O1)NCc1ccc(Cl)cc1,-4,1%,2%
COc1ccc(-c2ccc(C(=O)Nc3ccccc3)c3occc23)c(C)c1,0,28%,-8%
COc1ccc(-c2cc3c(c4c2ccn4C)C2CCC3O2)cn1 (centres undefined),-6,u,14%
C[C@H](CO)N1C[C@H](C)[C@@H](CN(C)Cc2ccc(C(=O)O)cc2)Oc2ncc(Br)cc2C1=O,1,-1%,2%
O=C(COC(=O)c1c(F)cccc1F)NC(=O)NCc1ccccc1,-8,0%,-9%
COc1ccc(-n2nnnc2C(c2cccc3ccccc23)N2CCN(C/C=C/c3ccccc3)CC2)cc1 (centres undefined),1,u,2%
FC(F)(F)Oc1ccccc1C(c1nnnn1C1CCCC1)N1CCN(C/C=C/c2ccccc2)CC1 (centres undefined),0,u,4%
CN1OC[C@@H]2CN(S(=O)(=O)c3ccccc3)[C@H](c3ccccc3Br)C[C@@H]21,0,0%,-2%
CCOC(=O)c1cc(OC(C)=O)c2ccc(OC)c(OC)c2c1,-4,-4%,1%
CSc1ccc(NC(=O)NN(c2ccccc2)C2CCS(=O)(=O)C2)cc1 (centres undefined),-6,0%,23%
COc1cccc(NC(=O)N(C)C[C@H]2OCc3cn(nn3)CCCC(=O)N([C@@H](C)CO)C[C@@H]2C)c1,-15,0%,3%
COc1ccc([C@H]2C[C@@H](O)[C@H](n3cc(C4CC4)nn3)CN2C(=O)c2cccs2)cc1,0,-2%,-5%
Nc1ccc2c(c1)C(=O)CCC2,5,-5%,11%
COc1cc(OC)cc(C(=O)N2CCN(S(=O)(=O)c3ccc4c(c3)OCCO4)CC2)c1,7,-8%,-6%
COc1cccc(-c2cnc(C(O)c3c(C)cc(C)cc3C)[nH]2)c1 (centres undefined),0,9%,6%
CCCCNS(=O)(=O)c1cccc(NC(=O)[C@H]2C[C@H](O)[C@@H](CO)O2)c1,1,-15%,0%
C[C@@H]1CN([C@@H](C)CO)C(=O)c2cc(Br)cnc2O[C@H]1CN(C)C(=O)c1ccccc1F,2,24%,15%
COc1ccccc1NC(=O)C(C)OC(=O)C1CC(=O)N(Cc2ccco2)C1 (centres undefined),2,3%,10%
CC(=O)Nc1c(-c2ccc(C)cc2)nc2ccc(Cl)cn12,-2,-15%,-8%
CCC1Cc2[nH]c(=S)[nH]c(=O)c2C(c2ccc(F)cc2)O1 (centres undefined),6,u,1%
COc1ccc(CN2C(=O)C(CC(=O)NCCc3ccccn3)CC(C(=O)N(C(C)C)C(C)C)=C2C)cc1 (centres undefined),-5,20%,-2%
Cc1cccc(C)c1C(O)c1ncc(-c2ccc(Cl)cc2)[nH]1 (centres undefined),-3,-30%,0%
CCOC(=O)C1(C)CCCN(C(=O)c2ccc(C)c(F)c2)C1 (centres undefined),0,10%,0%
COc1ccc(-c2csc(C(NC(C)=O)c3ccccc3)n2)cn1 (centres undefined),-5,-7%,7%
CCCOc1ccc(F)cc1-c1cc(C(=O)Nc2ccc(F)c(Cl)c2)[nH]n1,5,18%,2%
Fc1cccc(Cc2c(-c3cccc(Br)c3)nc3c(Cl)cc(C(F)(F)F)cn23)c1,6,u,-15%
COCCNC(=O)C1(C)CCCN(Cc2cccc(OC(=O)c3ccccc3)c2)C1 (centres undefined),-2,-3%,3%
C[C@H]1CN([C@@H](C)CO)S(=O)(=O)c2ccc(Br)cc2O[C@H]1CN(C)C(=O)NC1CCCCC1,-1,-2%,-1%
O=C(NCCc1c[nH]c2ccccc12)OC1CC2CC1[C@H]1CCCCN1C2=O (some centres undefined),1,-1%,22%
COc1cc(-c2cnc3c(NC=O)cc(-c4cccc(C(=O)NCCN(C)C)c4)cn23)cc(OC)c1OC,4,0%,-3%
COc1ccc(C)cc1NC(=O)Cc1csc(NC(=O)Nc2ccccc2OC)n1,-2,1%,-1%

# Another view of part of the listing above.
Structure | PI4K2A block | 12-LOX inh | GLS inh
O=C(C[C@H]1C(=O)N(CCc2ccccc2)C[C@@H]1c1ccccc1)Nc1ccccc1 | -5 | u | -5%
CC1NC(=O)c2cc3ccccc3cc2-n2c1nc1ccccc1c2=O (centres undefined) | -6 | 1% | -2%
CC1(Oc2ccccc2-c2ccno2)CCN(Cc2ccc(-c3ccccc3)o2)C1 (centres undefined) | -3 | u | 9%
